M1 antag – M1 muscarinic receptor (rat) antagonism; actives 3.4% (n = 64,000); AID 628; CHO-M1 cells, Fluo-4 calcium, ACh EC80 antagonist mode; hits give low values; B-score at 10 µM;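 active = calcium fluorescence response, raw or row-and-column corrected B-score, differing from the plate sample mean either way at a set confidence level, mostly lower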
D1 mod – D1 dopamine receptor (human) allosteric modulation | HEK293 D1, CRE-luciferase, dopamine EC30 potentiation; actives deviate in either direction | actives 5.9% (n = 58,000) | P21728 | B-score at 10 µM;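 active = luminescence count or its row- and column-corrected plate score outside the 99.7% band of the plate's sample wells, on either side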
S1P3 ag – activates the human S1P3 receptor; actives 0.1% (n = 60,000); activation, % at 4.5 µM; S1P3 NFAT-BLA reporter cells, agonism, FRET ratio; relative to 1 µM S1P, basal subtracted;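 active = activation above the screen-wide mean plus 3 SD, cut at about 4.5% in these data, passing the limit was not always enough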; also: some compounds called inactive have numbers as strong as hits
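Benchmarks: high control 1 µM S1P / System: stable CHO line with human S1P3, Gα16, NFAT-BLA reporter / Dosing: single compound concentration, 4.5 µM final / Timing: 4 h compound at 37 °C, 2 h substrate at RT / Measured by: FRET β-lactamase substrate fluorescence, excitation 405 nm, 460/535 nm emission ratio, background-subtracted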
Jurkat viability – cytotoxic compounds reducing Jurkat cell viability; Jurkat E6.1 viability, ATP luminescence, 48 h; inhibition, % at 4 µM; actives 1.2% (n = 56,000);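 active = inhibition above the mean inhibition of all tested compounds plus 3 SD, cut at about 28% in these data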
S1P1 ag-PAM – S1P1 (human) agonism or agonism potentiation | S1P1 CRE-bla cells, forskolin, beta-lactamase FRET, potentiator mode; S1P1 agonist co-added at EC20, 2 nM; 100% = saturating reference agonist, 0% = basal | activation, % at 9.5 µM | actives 0.57% (n = 56,000);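 active = activation above a cutoff set at the mean activation of all tested compounds plus 3 SD, cut at about 54% in these data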;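 also: forskolin at 4 µM as EC80 and the EC20 agonist is SEW2871; 100% = SEW2871 at its EC100 plus forskolin at EC80; some compounds past the cut are filed as inactive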
Target sequence (P21453 whole entry, looked up): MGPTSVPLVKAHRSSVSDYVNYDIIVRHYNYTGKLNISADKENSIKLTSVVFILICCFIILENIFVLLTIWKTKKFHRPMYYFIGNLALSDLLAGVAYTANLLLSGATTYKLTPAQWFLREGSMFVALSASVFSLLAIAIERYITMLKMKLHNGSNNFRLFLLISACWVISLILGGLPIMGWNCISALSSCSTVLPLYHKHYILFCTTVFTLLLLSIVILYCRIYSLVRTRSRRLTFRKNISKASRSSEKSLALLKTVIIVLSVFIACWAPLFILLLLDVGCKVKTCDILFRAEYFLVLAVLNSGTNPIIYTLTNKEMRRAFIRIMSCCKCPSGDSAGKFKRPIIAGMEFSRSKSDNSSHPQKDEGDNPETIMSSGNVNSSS
E coli RNAP – Escherichia coli RNA polymerase inhibition; E. coli RNA polymerase, fluorescence transcription assay; inhibition, %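 (tested at 10 µM)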; actives 0.2% (n = 62,000); AID 559; in the data active = inhibition above about 20%;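 also: 0% = enzyme without compound and 100% = no enzyme blank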
HEK293 NFkB inh – inhibitors of the PMA/ionomycin-induced NF-kB reporter in HEK293 cells; AID 465; inhibition, % at 3 µM; HEK-293 NF-kB luciferase reporter, luminescence; actives 0.21% (n = 62,000);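 active = inhibition above the mean of all tested compounds plus 3 SD, cut at about 40% in these data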;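 also: 0% = stimulated DMSO wells and 100% = 10 µM reference inhibitor 5653914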
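Reagent: PMA plus ionomycin mix as NF-kB-activating stimulus. Assay system: NF-kB luciferase reporter HEK-293 cells. Technique: luminescence from luciferase substrate reagent. Incubation: 1 h compound pre-incubation, 16 h PMA/ionomycin at 37 °C. Benchmarks: DMSO only as uninhibited control, 10 µM reference inhibitor as full inhibition. Repeats: tested once.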
TNAP act DEA – activators of human TNAP at intermediate phosphate acceptor | P05186 | purified TNAP, CDP-star luminescence, 100 mM DEA, 30 min; hits give high values; scale: 0 levamisole-inhibited, 1 vehicle-only enzyme | activation factor at 20 µM | 64,000 tested, under 10 active;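 active = activation factor of at least 2 at 20 µM, relative to controls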
Target sequence (P05186 whole entry, looked up): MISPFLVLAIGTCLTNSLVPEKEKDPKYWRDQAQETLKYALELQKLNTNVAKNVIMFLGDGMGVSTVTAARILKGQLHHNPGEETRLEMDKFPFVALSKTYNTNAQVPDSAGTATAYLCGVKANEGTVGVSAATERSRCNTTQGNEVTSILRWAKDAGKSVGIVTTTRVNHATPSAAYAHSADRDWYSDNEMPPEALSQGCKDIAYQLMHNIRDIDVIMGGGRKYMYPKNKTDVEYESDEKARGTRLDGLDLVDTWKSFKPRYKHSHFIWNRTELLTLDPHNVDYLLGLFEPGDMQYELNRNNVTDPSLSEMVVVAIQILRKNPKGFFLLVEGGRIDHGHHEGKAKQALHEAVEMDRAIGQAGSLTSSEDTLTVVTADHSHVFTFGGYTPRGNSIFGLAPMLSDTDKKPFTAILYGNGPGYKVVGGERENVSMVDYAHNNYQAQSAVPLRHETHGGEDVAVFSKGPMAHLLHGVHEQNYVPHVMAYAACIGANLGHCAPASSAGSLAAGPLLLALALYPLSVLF
M1 agonist – activates the M1 muscarinic receptor; CHO-M1 cells, Fluo-4 calcium fluorescence, agonist mode; hits give high values; B-score at 10 µM; actives 3% (n = 64,000);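 active = fluorescence rise, raw or as B-score row- and column-corrected plate score, outside the 99.7% band of its plate's samples, either direction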
* hit, by the source's call; x = no result given. Outcome played no part in choosing rows, and some 12% of all compounds hit somewhere here.

SMILES | M1 antag | D1 mod | S1P3 ag | Jurkat viability | S1P1 ag-PAM | E coli RNAP | HEK293 NFkB inh | TNAP act DEA | M1 agonist
Cc1cc2cc(CN3C(=O)c4ccccc4C3=O)ccc2n1C | -0.0567 | x | -1.3 | 6.9 | -10.4 | x | 21.6 | x | 0.0327
Cc1ccc2[nH]c(=O)c(CN(CCN3CCOCC3)C(=O)Nc3ccccc3F)cc2c1 | -0.509 | -0.924 | 0.0 | -2.4 | -17.9 | -4.4 | -17.2 | 1 | -1.01
CCOC(=O)N1CCN(S(=O)(=O)c2cc(Br)cc3c2N(C(=O)C2CC2)CC3)CC1 | -2.88* | x | x | x | x | 8.3 | 11.4 | 0.9 | 0.52
COc1ccc(NC(=O)CSc2nnc(CNc3ccc(F)cc3)o2)c(OC)c1 | -0.0312 | -0.855 | 0.8 | -10.2 | -4.5 | x | 4.1 | 0.9 | -0.107
CCOC(=O)c1[nH]c(CSc2nnnn2-c2ccccc2C)c(C(=O)OCC)c1C | 0.187 | 0.713 | -0.7 | 2.9 | -3.7 | 7.1 | 23.5 | 0.9 | 0.084
COc1ccc(OC(=O)c2cc3ccccc3o2)cc1 | 0.877 | 0.545 | 0.8 | x | 1.9 | 6.0 | x | 0.9 | -0.631
Cc1ccc(S(=O)(=O)NC(CN2CCOCC2)=NCCNS(=O)(=O)c2ccccc2)cc1 | 0.242 | 0.0209 | -0.1 | 2.6 | -0.6 | 0.5 | 17.6 | 0.9 | -1.89
C=CCN1C(=O)C2C(C(=O)NC)C3(C)C=CC2(O3)C1C(=O)NCc1ccc(OC)cc1 (configuration not stated) | -0.112 | -0.354 | x | x | x | 3.2 | 5.4 | 1 | 0.435
Cc1ccc(N2CC(c3nc4ccccc4[nH]3)CC2=O)c(C)c1 (configuration not stated) | 0.185 | 10.9* | -0.5 | -3.1 | -22.6 | 1.7 | 7.1 | 1 | -0.425
CN(C(=O)c1ccccc1)c1ccc(OCC(=O)NC2CCS(=O)(=O)C2)cc1 (configuration not stated) | -0.344 | 0.159 | -1.3 | -2.0 | 3.6 | 7.4 | 11.9 | 1 | -0.0387
Cc1ccccc1N(C)S(=O)(=O)c1ccc2[nH]cc(C(=O)NCC3CCCO3)c(=O)c2c1 (configuration not stated) | -0.174 | 0.0325 | x | x | x | 5.7 | 9.2 | 1 | -0.986
Cc1ccc(S(=O)(=O)NCc2cn3c(C)csc3n2)cc1 | 1.71 | x | 0.0 | -1.7 | -30.7 | 6.8 | 14.3 | 0.9 | -0.0766
O=C(NCCCCC(NC(=O)C1CCCCC1)C(=O)O)c1ccccc1 (configuration not stated) | 1.16 | -0.251 | -1.1 | 7.2 | -11.6 | 2.4 | 13.3 | 1 | 0.00557
O=C(C1CCCCC1)N1CCN(c2ncccn2)CC1 | -1.32 | x | -1.1 | 3.3 | -16.9 | 3.5 | -1.1 | 1 | 1.2
CCCc1[nH][nH]c(=O)c1C(c1cccc(Cl)c1)C(C#N)C#N (configuration not stated) | 0.117 | x | x | x | x | 11.4 | 3.5 | 0.9 | 0.28
Cc1nnc(NC(=O)CSc2ccccn2)s1 | -0.0875 | 1.86 | -1.0 | 6.2 | 20.7 | -0.1 | 15.0 | 1 | 0.0816
CCOC(=O)c1ccc(NC(=O)Nc2ccc(OC)c(OC)c2)cc1 | -0.445 | -1.69 | -1.3 | 1.0 | x | 7.9 | 2.8 | 1 | 7.31*
Cc1cc(CN2C(=O)c3ccccc3C2=O)on1 | 0.258 | 0.2 | -1.1 | -3.7 | -21.0 | 5.8 | 14.7 | 1 | 0.251
CCCC(c1nnnn1CCc1ccccc1)N1CCN(C(=O)c2ccco2)CC1 (configuration not stated) | -0.299 | 1.11 | -1.5 | 0.7 | 2.4 | 5.0 | 7.5 | 0.9 | -0.361
c1cncc(Nc2nc(-c3cccnc3)cs2)c1 | -0.582 | 1.72 | 0.1 | -5.5 | x | 1.8 | -0.2 | 0.9 | 0.00682
COc1ccc(CNC(=O)c2cccc3c2C(=O)N(Cc2cccnc2)C3)cc1 | 0.296 | 0.0738 | -0.7 | -0.1 | -7.6 | 8.1 | 4.1 | 0.9 | 2.45
CCOC(=O)Cc1csc(NC(=O)c2cccnc2)n1 | -0.701 | 1.14 | -1.0 | 0.8 | -19.3 | 6.5 | -16.3 | 0.9 | -1.35
CC1CC(c2ccccc2)n2nc(N3C(=O)c4ccccc4C3=O)nc2N1 (configuration not stated) | -0.372 | 0.514 | -0.9 | -2.5 | -13.8 | 3.3 | 3.6 | 0.9 | 0.448
CCOC(=O)Cn1c(CN2CCc3ccccc3C2)nc2c1c(=O)n(C)c(=O)n2C | 0.063 | -1.38 | -1.0 | 8.4 | 4.9 | 6.4 | 10.3 | 1 | -0.637
CCCNC(=O)Cn1cccc1C(=O)c1ccccc1 | 0.741 | -0.0195 | -0.1 | -2.2 | -6.1 | 2.0 | 22.5 | 0.9 | -0.606
Cc1cccc(N(Cc2nnc3n2CCCCC3)C(=O)Nc2ccccc2)c1 | 1.09 | 0.0321 | -0.7 | 7.6 | -19.0 | -7.8 | 11.8 | 0.9 | -0.99
COc1ccc(NC(=O)N2CCCC2C(=O)Nc2ccc(C)cc2)cc1 (configuration not stated) | 0.771 | -0.188 | -0.4 | -6.2 | -7.5 | 5.7 | 22.5 | 1 | 0.817
CCOC(=O)c1[nH]c(C)c(C(=O)Nc2cc(OC)ccc2OC)c1C | 0.181 | 1.91 | 0.1 | 79.9* | 4.6 | 3.3 | 28.6 | 0.9 | 0.165
CC1(C)Oc2ccc(C(=O)NC3CC3)cc2N(CC(=O)N2CCOCC2)C1=O | 0.641 | x | -1.5 | -4.9 | -18.0 | 3.4 | -2.4 | 0.9 | -0.107
CCn1c(=O)cc(OCC(=O)O)c2ccccc21 | 0.101 | -0.184 | -0.8 | 6.7 | -1.9 | 3.1 | 19.3 | 0.9 | 0.631
Cc1c(C#N)c(N)c(C(=O)c2ccccc2)n1Cc1ccccc1 | 0.262 | -2.17 | x | x | x | -2.5 | x | 0.8 | -0.000648
N#Cc1cc(Oc2cccc3cccnc23)c(-n2nnc3ccccc32)cc1C#N | 0.221 | 1.76 | -3.3 | x | 5.4 | 7.7 | x | 0.9 | 0.0894
O=C1C2CCCN2C(c2ccc(F)cc2)N1c1ccc(Cl)cc1 (configuration not stated) | -2.04 | 0.342 | -0.7 | 12.6 | -2.2 | 6.0 | -1.2 | 0.9 | 0.304
COc1cccc(-c2nnc(SCC(=O)N(C(C)C)C(C)C)o2)c1 | -0.173 | -0.393 | -1.1 | 4.1 | 1.0 | 3.7 | 10.3 | 1 | -0.358
O=C(NC1CCCCC1)c1ccc(CS(=O)(=O)Cc2ccccc2F)o1 | -0.0177 | x | x | x | x | 3.0 | 10.0 | 1 | -0.225
CN(C)/C=N/c1c(C#N)cnn1-c1ncnc2sc(-c3ccccc3)cc12 | -0.216 | 1.03 | -0.3 | 13.8 | -30.2 | 8.3 | 14.8 | 0.9 | 0.146
CCCOC(=O)CSC1=C(C#N)C(c2ccccc2OC)C(C#N)C(=O)N1 (configuration not stated) | 0.199 | x | -0.3 | x | 12.3 | 11.8 | x | 0.9 | -0.113
CCOC(=O)C1(C(=O)OCC)C(c2ccccc2)CC(O)N1C(C)=O (configuration not stated) | 0.213 | -0.762 | 225.5 | x | -18.5 | 13.1 | x | 0.9 | 0.254
O=C(CCCN1C(=O)c2ccccc2C1=O)N1CCC(c2ccccc2)C1 (configuration not stated) | 0.103 | -0.137 | -4.6 | x | 7.1 | 8.3 | x | 0.9 | 0.109
CC(Sc1nc(N2CCOCC2)nc(N2CCOCC2)n1)C(=O)Nc1ccccc1 (configuration not stated) | 1.33 | 0.485 | x | x | x | 8.1 | 12.6 | 0.9 | 0.211
CC(=O)N(c1cccc(C)c1)C1SC(=O)N(c2ccccc2)C1=O (configuration not stated) | 0.275 | -0.23 | -0.3 | 8.2 | 19.0 | -7.0 | 5.9 | 1 | 0.126
O=C1C(C=NCCN2CCOCC2)=C(O)c2ccccc21 | 0.765 | -1.51 | x | x | x | 6.6 | x | 0.9 | 1.59
O=c1[nH]c2ccsc2c(=O)n1-c1ccc(F)c(Cl)c1 | 1.04 | 8.28* | x | x | x | 6.0 | 18.3 | 0.9 | 0
O=C(O)CNC1=NCCC1 | -0.383 | 0.357 | -0.6 | -5.3 | -10.3 | 4.3 | 25.0 | 0.9 | -0.536
CC1CCN(C(=O)Cn2c(=O)oc3ccccc32)CC1 | 0.178 | 0.561 | -0.1 | -2.5 | -17.9 | 3.5 | 14.5 | 0.8 | -0.275
Cc1ccc(N=C(c2cccs2)N2CCOCC2)cc1 | 0.0289 | -0.479 | -0.8 | 5.1 | 19.7 | 10.8 | -7.1 | 1 | -0.309
Cn1c(-c2ccc3c(c2)OCO3)cnc1NCc1cccc(Cl)c1 | -16.6* | -1.76 | -0.8 | 7.6 | 18.2 | 5.6 | -4.3 | 1 | -1.2
COc1ccc2nc(SCc3cnc(C)nc3N)[nH]c2c1 | 0.516 | 0.89 | 6.4 | 2.5 | -33.9 | 2.5 | 6.2 | 1 | -0.562
Cc1ccc(NCN2C(=O)C3C4C=CC(C4)C3C2=O)cc1 (configuration not stated) | 0.887 | 0.494 | -1.5 | -3.2 | -7.4 | -0.2 | 5.9 | 0.9 | -0.0985
CC(C)(C)c1[nH]nc2c1C(c1ccccc1OC(=O)N1CCOCC1)C(C#N)=C(N)O2 (configuration not stated) | 0.903 | 0.0539 | -0.6 | -3.6 | -10.9 | -6.9 | 4.9 | 1 | -0.247
Other structures.
SMILES | M1 antag | D1 mod | S1P3 ag | Jurkat viability | S1P1 ag-PAM | E coli RNAP | HEK293 NFkB inh | TNAP act DEA | M1 agonist
C=CCn1c(SCc2c(F)c(F)c(F)c(F)c2F)nc(O)cc1=O | 0.853 | x | -2.7 | x | 10.7 | 2.5 | x | 0.9 | 0.0504
Cc1ccc(C)c(-n2c(CNC(=O)c3ccco3)nnc2SCC(=O)N2CCc3ccccc32)c1 | -0.196 | 1.71 | 0.0 | -8.0 | -5.0 | 0.9 | 10.1 | 1 | 0.661
C(=N\n1cnnc1)/c1ccc(N2CCOCC2)cc1 | 0.317 | -0.15 | -2.0 | -1.7 | 1.3 | 5.4 | 12.5 | 0.9 | 0.00844
CCOc1ccc(N2C(=O)CC(SCCN)C2=O)cc1 (configuration not stated) | 0.569 | -1.42 | -0.3 | -0.6 | -9.1 | 5.7 | -14.6 | 0.9 | -0.107
Cc1cc2nnc(SCc3ccccc3)n2c(N)n1 | -0.542 | 0.705 | -0.2 | -9.2 | -1.8 | 7.4 | 18.5 | 0.9 | 1.83
COC(=O)C(NC(=O)c1ccccc1)=C1C=C(C)OC(C)=C1 | -0.0608 | -1.14 | -0.9 | -1.1 | -16.8 | 5.7 | 8.8 | 0.9 | -0.714
CCn1cc(C(=O)Nc2ccc(-n3cnnn3)c(OC)c2)c(=O)c2ccc(C)nc21 | -1.51 | 0.196 | 0.3 | -3.1 | -9.6 | 7.4 | 7.5 | 1 | -0.154

Records listed so far shown as hits in M1 agonist:
| compound | M1 antag | D1 mod | S1P3 ag | S1P1 ag-PAM | E coli RNAP | HEK293 NFkB inh | TNAP act DEA | M1 agonist |
| --- | --- | --- | --- | --- | --- | --- | --- | --- |
| CCOC(=O)c1ccc(NC(=O)Nc2ccc(OC)c(OC)c2)cc1 | -0.445 | -1.69 | -1.3 | x | 7.9 | 2.8 | 1 | 7.31* |

Screening results (PubChem BioAssay)
